Luc counter = blocks Kinase-Glo luciferase, a counter-screen artifact; Q27757; Kinase-Glo luciferase, ATP luminescence, 8 min; Potency, µM (titrated, usually from 38.3 µM), for the others: at the highest dose activity change, negative = inhibition, actives largely listed as inhibitors; 0.28% of 200,000 active; AID 1379; further: potency means the concentration at half of the fitted maximal effect; on the % scale 0 is the no-effect control and ±100 the full control effect; nearly all actives have a fitted effect of over 60% in size
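Light output from Kinase-Glo luciferase with luciferin and 10 uM ATP in 50 mM imidazole pH 7.2, KCl, MgCl2, Tween 20, BSA; compound pin-delivered, 8-min ambient incubation, then luminescence read.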
LMNA splice mod = changes lamin A minigene splicing in HeLa cells | HeLa LMNA splicing GFP/RFP minigene ratio, 48 h | Potency, µM (titrated, usually from 46.1 µM), for inactives: top-dose ratio change, negative = inhibition, usual class: inhibitors | 0.01% of 200,000 active; active means well fitted inhibition curve with a large enough effect in the signal ratio, with a control signal flat, not every such curve was filed as active; inconclusive means small, poorly fitted or top-dose-only effect, or effect the other way, or a change in a side signal; the % refers to the signal ratio; further: potency means the concentration at half of the fitted maximal effect; on the % scale 0 is the no-effect control and ±100 the full control effect
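S3 HeLa stable clones carrying a lamin A-EGFP splicing minigene plus DsRed2 were seeded at 600 cells/well in Opti-MEM with 2% FBS, pin-dosed and incubated 48 h at 37°C. Acumen cytometry (488 nm) gave the GFP/RFP total-intensity ratio.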
SMN2 splice enh = enhancers of SMN2 splice variant expression. HEK293 SMN2-luciferase splicing reporter, luminescence, 30-36 h. Potency, µM (top dose mostly 46.1 µM), inactives show top-dose activity change, positive = activation, hits mostly activators. 2.8% of 210,000 active; further: potency means the concentration at half of the fitted maximal effect; % of control where 0% means no effect; nearly all actives have a fitted effect of over 55% in size
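qHTS luciferase splicing reporter: luminescence rises when SMN2 exon 7 is included in transfected HEK293 cells. Compound exposure lasted 30-36 h at 37C, with 4.5 mM final sodium butyrate as control, followed by a ONE-Glo read.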
CBFb RUNX1 block = blocks binding between human CBF-beta and RUNX1 | 230,000 tested, under 10 active | AlphaScreen CBFb-His/RUNX1-biotin binding, biochemical | Potency, µM (titrated, usually from 59.8 µM), inactives show at the highest dose activity, negative = inhibition, hits mostly inhibitors | AID 1477; further: % of control where 0% means no effect
Target sequence (Q01196 whole entry, looked up): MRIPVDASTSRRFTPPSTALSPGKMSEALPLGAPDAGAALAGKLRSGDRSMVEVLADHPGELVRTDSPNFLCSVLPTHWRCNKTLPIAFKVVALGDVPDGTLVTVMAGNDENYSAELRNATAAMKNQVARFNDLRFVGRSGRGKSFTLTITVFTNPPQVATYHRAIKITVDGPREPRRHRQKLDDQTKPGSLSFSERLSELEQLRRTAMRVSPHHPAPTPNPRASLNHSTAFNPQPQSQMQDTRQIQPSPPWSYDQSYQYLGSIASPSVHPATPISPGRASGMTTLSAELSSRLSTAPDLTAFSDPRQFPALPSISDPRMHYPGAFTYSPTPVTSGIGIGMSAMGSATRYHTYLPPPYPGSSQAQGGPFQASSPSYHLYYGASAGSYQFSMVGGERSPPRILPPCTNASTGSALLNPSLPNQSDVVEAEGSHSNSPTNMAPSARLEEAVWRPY
Target sequence (Q13951 whole entry, looked up): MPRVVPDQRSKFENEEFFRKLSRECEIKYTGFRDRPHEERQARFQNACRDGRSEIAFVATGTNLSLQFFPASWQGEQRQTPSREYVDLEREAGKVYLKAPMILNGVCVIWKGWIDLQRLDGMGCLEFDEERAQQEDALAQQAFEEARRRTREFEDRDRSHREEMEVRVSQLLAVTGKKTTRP
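AlphaScreen binding: CBFb-His and RUNX1-biotin (30 nM each) preincubated 20 min, compound added for 15 min, then nickel and streptavidin beads for 90 min, all at room temperature. Disruption of the interaction by any mechanism counts as activity.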
HTT aggregate = inhibitors of mutant huntingtin aggregate formation in PC12 cells. PC12 HttQ103-GFP aggregates, Acumen cytometry, 40 h. Potency, µM (doses to about 46.1 µM), without a hit: top-dose activity change, negative = inhibition, hits mostly inhibitors. 1.1% of 220,000 active; further: potency means the concentration at half of the fitted maximal effect; on the % scale 0 is the no-effect control and ±100 the full control effect; nearly all actives have a fitted effect of over 60% in size
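Huntingtin Q103 exon 1–GFP aggregates in induced PC12 cells (100 nM tebufenozide) were quantified by cytometry from lysates, with compounds dosed in titration.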
IMPase Li cell = IMPase inhibition in cells with lithium potentiation; 0.35% of 210,000 active; AID 1457; Potency, µM (series often up to 59.4 µM), inactives show at the highest dose activity, negative = IMPase inhibition, actives largely listed as inhibitors; CHO-M1 cells, IP1 TR-FRET (IP-One), carbachol + lithium;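 further: IP1 builds up when IMPase is blocked and the TR-FRET signal falls; potency means the concentration at half of the fitted maximal effect; plate controls were basal vehicle for no effect and high inhibitor control for full effect; nearly all actives have a fitted effect of over 50% in size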
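Test compounds were applied to CHO-M1 cells previously cultured for 16–30 h at 2000 per well. A small lithium amount accompanied them; after 30 min at 37C, IP1 was quantified by TR-FRET.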
HTT ATP protect = Huntington cell model cytoprotection by ATP luminescence | 0.14% of 230,000 active | PC12 HTT-Q103 induced, cytoprotection, ATP luminescence, 40 h | Potency, µM (doses to about 56.4 µM), for inactives: cytoprotection (ATP increase), actives largely listed as activators | AID 1471;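 further: potency means the concentration at half of the fitted maximal effect; % of control where 0% means no effect; nearly all actives have a fitted effect of over 45% in size; toxic huntingtin expression switched on by the ecdysone agonist tebufenozide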
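ATP quantification (ATPlite) reports survival of PC12 cells in which tebufenozide, 100 nM final, switches on Htt exon 1 with 103 glutamines linked to GFP; compounds are titrated.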
An asterisk follows results filed as active; ? = inconclusive; . = no result given; [ ] = another dose, or the depositor's remark. Unless noted, the call rests on the fitted dose curve; in most records, active means well fitted curve in the direction sought with a large enough effect; inconclusive means small, poorly fitted or top-dose-only effect, or another doubt; inactive means no such curve, though single readings can be large; an effect the other way counts as inactive or inconclusive.

SMILES | Luc counter | LMNA splice mod | SMN2 splice enh | CBFb RUNX1 block | HTT aggregate | IMPase Li cell | HTT ATP protect
CC(C)OCCCN1C(=O)c2[nH]nc(-c3ccccc3O)c2C1c1cccc(Cl)c1 (configuration not stated) | -1% | -2% | 2% | -11% | ? | 52%[activator][38.3 µM] | 10%
CCOC(=O)c1ccc(CNC(=O)Cn2nnc(-c3ccc(C)cc3)n2)o1 | 11% | -10% | -18% | 7% | 11% | 1%[38.3 µM] | -7%
O=C(O)c1ccc(CNCc2cccc(Cl)c2Cl)cc1 | -1% | 9% | ? | 6% | -9% | 4%[38.3 µM] | -1%
CC(=O)N1CCN(C(=S)NC(=O)C23CC4CC(CC(C4)C2)C3)CC1 | -3% | . | 13% | -3% | -1% | 3% | -4%
CCN(CC)Cc1nc2c(c(=O)[nH]1)C1(CCCCC1)Cc1ccccc1-2 | 1% | -8% | -16% | 2% | 14% | 4% | 11%[10 µM]
CCn1c(-c2ccccc2)ccc(C#N)c1=O | 2% | -18% | 4% | ? | -7% | 2% | -6%[10 µM]
COc1cccc(NC(=O)C2C3CC4OC(=O)C2C4C3)c1 (configuration not stated) | 0% | 8% | 40% | 10% | 2% | 8%[38.3 µM] | 4%
C=CCN1C(=O)/C(=C2/Sc3ccc(OC)cc3N2C)SC1=Nc1ccccc1 | -1% | 6%[46 µM] | . | 1% | 20%[9.22 µM] | ? | 1%[10 µM]
CCOC(=O)c1c(NC(=O)CN2C(=O)NC(C)(c3ccc(OC(F)F)cc3)C2=O)sc(C)c1C (configuration not stated) | 3% | ? | -11% | 2% | 4% | 4% | -5%[1.9 µM]
O=C(Nc1ccc(C(=O)N2CCOCC2)cc1)c1cc(-c2cccnc2)nc2ccc(Cl)cc12 | 3% | ? | 11% | -6% | 9% | 14% | -4%[10 µM]
C=CC(C1=CC(=O)C(OC)=CC1=O)c1ccc(OC)cc1 (configuration not stated) | -3% | -17% | 3% | . | . | 12% | .
c1cncc(COC2CCCN(Cc3nc(-c4cccs4)no3)C2)c1 (configuration not stated) | . | . | . | 12% | -19%[9.22 µM] | 4% | 8%[10 µM]
O=C(c1cc(C(F)(F)F)cc(C(F)(F)F)c1)N1CCC2(CCCN(c3ccccn3)C2)CC1 | 2% | . | -12% | . | . | 0% | -59%[inhibitor]
COc1cc(-c2nc3ccccc3s2)ccc1O | -13% | 14% | ? | 1% | -9% | -8%[38.3 µM] | -44%[inhibitor]
CCC(C)(C)n1nnnc1C(c1ccccc1)N1CCN(C2CCCC2)CC1 (configuration not stated) | -4% | -1% | -17% | 2% | 2% | 30% | 6%[1.9 µM]
COc1ccccc1N1CCN(CC(=O)c2ccc3ccn(C(C)=O)c3c2)CC1 | 14% | -4% | -1% | -1% | -13% | 4%[38.3 µM] | -13%
CCN(CCO)c1ncnc2c1sc1nc(C(C)C)c3c(c12)CC(C)(C)OC3 | -6% | 10% | -20% | 0% | 6% | ? | -10%
Oc1c(C(c2ccccn2)N2CCOCC2)ccc2cccnc12 (configuration not stated) | . | ? | . | -29% | -31% | . | -12%[10 µM]
O=C(CSc1nnc(-c2ccccc2)n1CC1CCCO1)N1CCCC1 (configuration not stated) | 3% | . | -9% | 4% | 6%[9.22 µM] | -1% | -8%[10 µM]
CCN(C(=O)CSc1nnc(-c2ccncc2)n1Cc1ccccc1)C1CCS(=O)(=O)C1 (configuration not stated) | 5% | -8%[46 µM] | 3% | 6% | 15% | 4% | 16%

The listing continues:
SMILES | Luc counter | LMNA splice mod | SMN2 splice enh | CBFb RUNX1 block | HTT aggregate | IMPase Li cell | HTT ATP protect
Cn1c(SCC(=O)N2c3ccccc3Sc3ccccc32)nc2ccccc21 | -4% | ? | -18% | -10% | 1% | 16% | ?
CC(C)(C)C(=O)NCCN1C(=O)S/C(=C\c2ccc([N+](=O)[O-])cc2)C1=O | 0% | ? | -40% | -4% | 22% | -4% | 11%[10 µM]
O=c1oc2cc(O)ccc2cc1-c1nc2c(s1)CCc1ccccc1-2 | -1% | ? | -37%[inhibitor] | ? | ? | -6% | 34%[10 µM]
COc1ccc(/C=C/CN2CCCC(C(=O)c3ccc(OC)c(F)c3)C2)cc1 (configuration not stated) | . | . | . | 7% | ? | . | -43%[inhibitor]
Cc1ccc(C2=NN=C(NC(=O)C(F)(F)F)SC2)cc1 | 0% | ? | . | -7% | 32%[9.22 µM] | 2% | 12%[10 µM]
COc1ccc(-c2nc(CS(=O)(=O)CC(=O)NCCc3cc(OC)ccc3OC)c(C)o2)cc1 | -1% | 20% | -39%[inhibitor] | -5% | -2% | 8%[38.3 µM] | -37%
CCOc1ccccc1C1CC(=O)Nc2cc3c(cc21)OCO3 (configuration not stated) | -5% | ? | -40%[inhibitor] | -10% | -9% | -4%[38.3 µM] | -80%[inhibitor][10 µM]
O=C(c1ccc(Cl)s1)N1CCN(c2ncccn2)CC1 | . | . | . | 5% | 4%[9.22 µM] | . | 14%[10 µM]
C=CCNc1ncnc2c1[nH]c1ccc(Cl)cc12 | -3% | ? | -80%[inhibitor] | 0% | ? | 39%[activator][38.3 µM] | -48%[inhibitor]
COc1cc(/C=N/NC(=O)c2c(-c3ccccc3)noc2C)ccc1O | -2% | -1% | 17% | 2% | -1% | -32%[38.3 µM] | -9%
CCOC(=O)N1CCN(C(=O)c2ccc3c(SCC(=O)O)c4c(nc3c2)CCCC4)CC1 | 0% | 9% | -1% | 4% | 4% | -6% | -9%
CCCn1c(C)cc(C(=O)CN2C(=O)c3cccc(N)c3C2=O)c1C | -4% | -8% | ? | 1% | -1% | 6%[38.3 µM] | -10%
Cc1cc2cc(C)c3nnc(SCC(=O)Nc4ccc(S(=O)(=O)N5CCCCC5C)cc4)n3c2cc1C (configuration not stated) | 1% | -9% | 8% | 0% | -16% | -2% | -12%[10 µM]
Cc1cc2ncn(-c3nnnn3-c3ccccc3)c2cc1C | 15% | 1% | -12% | -3% | 10% | 2%[38.3 µM] | -14%
COc1cc(OC)cc(C(=O)Nc2ccc3c(c2)COC3=O)c1 | -6% | -7% | 37% | 1% | 9% | 21%[38.3 µM] | 4%
Nc1nnc(SCC(=O)OCC(=O)c2ccccc2)s1 | 2% | 4%[46 µM] | 0% | 8% | 13% | 8% | 24%[10 µM]
COc1ccc(C2=NOC(C(=O)NCc3ccc(F)cc3)C2)cc1 (configuration not stated) | -1% | ? | 21% | -3% | -2% | 6%[38.3 µM] | -70%[inhibitor]
O=C(CSc1ccccc1)N1CCc2ccccc21 | -8% | -3% | 18µM* | 6% | -5% | 17%[38.3 µM] | -20%
Cc1ccc(NC(=O)c2ccc(S(=O)(=O)N3CCC(C)CC3)cc2)cc1 | -3% | ? | -23% | 0% | 7% | 28%[38.3 µM] | -18%
CCc1nnc(SCc2ccc(OC(C)C)cc2)n1N | -3% | -5% | -21% | 1% | -13% | -4%[38.3 µM] | -2%

SMN2 splice enh: entries above that show a hit.
Molecule | SMN2 splice enh | CBFb RUNX1 block | HTT aggregate | IMPase Li cell
O=C(CSc1ccccc1)N1CCc2ccccc21 | 18µM* | 6% | -5% | 17%[38.3 µM]

The results go on.
SMILES | Luc counter | LMNA splice mod | SMN2 splice enh | CBFb RUNX1 block | HTT aggregate | IMPase Li cell | HTT ATP protect
Cc1cccc(NC(=O)NC(=S)NC(=O)c2ccccc2)c1 | -1% | 1% | 23% | 6% | 11% | 1% | -7%[0.074 µM]
CCn1nc(C(=O)OCc2c(C)noc2C)c2ccccc2c1=O | 3% | -4% | -8% | 24% | -9% | 6% | 15%[10 µM]
CNC(=S)Nc1ccc([N+](=O)[O-])cc1C | 2% | . | 1% | -2% | 7% | 7% | -7%[10 µM]
COc1ccc(N(C(=O)c2ccco2)C(C(=O)NC2CCCC2)c2cccs2)cc1 (configuration not stated) | -3% | -5%[46 µM] | . | 0% | 7%[9.22 µM] | 8% | 3%[10 µM]
COc1ccc2ccccc2c1CNC(=O)CC1C(=O)NCCN1CC(C)C (configuration not stated) | . | . | . | -6% | -2%[9.22 µM] | 2% | 3%[10 µM]
CSCCC(NC(=O)C1CCC(C)CC1)C(=O)N1CCN(c2ccccn2)CC1 (configuration not stated) | -1% | 2% | -5% | -5% | -10% | 7%[38.3 µM] | -34%
COc1ccc(/C=[N+](\[O-])C2N(c3ccccc3)C(=S)SC2(C)C)cc1OC (configuration not stated) | . | . | . | 7% | 1%[9.22 µM] | . | -3%[10 µM]
CC1Cc2ccccc2N1CC(=O)Nc1ccc(N2CCOCC2)cc1 (configuration not stated) | -4% | -8%[9.22 µM] | -6% | -19% | -25% | 3% | -2%
CCOC(=O)Cc1csc(NC(=O)c2sc3nc4cc(C)ccc4cc3c2N)n1 | 0% | ? | -3% | 0% | -4% | -14% | -9%[10 µM]
COc1ccc(C(=O)NNC(=O)CCn2nnc(-c3ccc(C)cc3)n2)cc1OC | 3% | . | -4% | 11% | -7% | 10% | -26%
CN1CCC(N(C)C(=O)CNC(=O)c2ccc(C(C)(C)C)cc2)CC1 | -4% | . | -4% | -3% | 14% | 18% | -34%[inhibitor]
Cc1ccc(-n2c(SCC(=O)OC(C)C)nnc2-c2cnccn2)cc1 | -2% | 6% | -5% | 4% | -11% | -3%[38.3 µM] | -4%[0.074 µM]
CCOc1ccc(NC(=O)CN2CCN(CC(=O)c3ccc(OC)c(OC)c3)CC2)cc1 | 0% | 2% | -2% | 3% | 1% | 8%[38.3 µM] | -20%[0.074 µM]
COc1ccc(NC2=C(C(C)=O)C(c3ccc(OC)cc3)C(C(C)=O)C(C)(O)C2)cc1 (configuration not stated) | 4% | -8%[46 µM] | . | -1% | 2%[9.22 µM] | -2% | 9%[10 µM]
Nc1nnc(SCC(=O)Nc2cc(C(F)(F)F)ccc2N2CCOCC2)s1 | 0% | -4% | -6% | 1% | -14% | 26%[38.3 µM] | 20%
Cc1ccc2nc3ccc(N4CCCCCCC4)nn3c(=O)c2c1 | -10% | 14% | ? | 4% | 13% | -22%[38.3 µM] | -58%[inhibitor]
CC(=O)c1cc(C(C)=O)c(C)nc1C | -2% | 3%[46 µM] | -33%[inhibitor] | 0% | 6% | -8% | -18%
Cn1c(CSc2ncn[nH]2)nc2ccccc21 | -5% | 10% | -4% | 11% | 5% | -10%[38.3 µM] | -10%

Outcome played no part in choosing rows. Share with any hit: about 4%.
